TDP2 inh – human TDP2 enzyme inhibitors, primary screen, biochemical, epi absorbance, recombinant enzyme; AID 720702, 2013; T5PNP hydrolysis, p-nitrophenol absorbance 415 nm; inhibition, % at 12.8 µM; hit rate 0.34% among 370,000; Tyrosyl-DNA phosphodiesterase 2 (Homo sapiens), O95551;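 active means inhibition above the mean of all tested compounds plus 3 SD, set per campaign, cut at about 25% in these data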;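 further: 0% = DMSO with enzyme and 100% = buffer with substrate but no TDP2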
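Test system: Human TDP2 enzyme | Reagent: 5 mM T5PNP | Compound dosing: 12.8 µM single point, 1% DMSO | Incubation: Enzyme reaction with compound for 2 h at 37 °C | Technique: p-Nitrophenol epi absorbance | Read-out: % inhibition relative to enzyme-containing and enzyme-free wells | Benchmarks: High control without enzyme, low control DMSO plus TDP2 | Replicates: Singlicate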
mABHD4 FP – ABHD4 inhibitors, primary screen, biochemical, fluorescence polarization, mouse | inhibition, % at 8.92 µM | AID 720543, 2013 | (Lyso)-N-acylphosphatidylethanolamine lipase (Mus musculus), Q8VD66 | hit rate 0.54% among 370,000 | purified mABHD4, FP-Rh probe fluorescence polarization;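 active means inhibition exceeding the mean over every tested compound plus 3 SD, cut at about 30% in these data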;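 further: 0% = plate median of compound wells and 100% = S159A mutant with DMSO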
Target sequence (Q8VD66 whole entry, looked up): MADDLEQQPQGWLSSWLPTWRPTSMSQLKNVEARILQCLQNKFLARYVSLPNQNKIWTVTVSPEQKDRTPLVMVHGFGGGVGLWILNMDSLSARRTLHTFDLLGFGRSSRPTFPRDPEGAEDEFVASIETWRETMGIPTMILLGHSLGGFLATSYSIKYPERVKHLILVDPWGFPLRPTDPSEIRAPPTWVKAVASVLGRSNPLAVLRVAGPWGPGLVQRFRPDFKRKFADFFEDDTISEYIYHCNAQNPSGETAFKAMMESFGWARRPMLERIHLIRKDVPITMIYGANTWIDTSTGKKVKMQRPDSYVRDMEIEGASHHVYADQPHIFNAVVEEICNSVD
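Test system: mABHD4 protein; Read-out basis: % inhibition; Incubation: 45 min + 60 min at 25 °C; Repeats: single replicate; Technique: fluorescence polarization with parallel and perpendicular emission, 525/598 nm; Compound: 8.92 µM, single dose; Benchmarks: full inhibition S159A mutant plus DMSO, zero as sample-well median.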
TCR-CD3 inh – inhibitors of human TCR-CD3 interaction, primary screen, biochemical, fluorescence, TAMRA-labeled TCR probe. T-cell receptor (TCR). inhibition, % at 9.4 µM. hit rate 0.37% among 360,000; in the data active means inhibition above about 19%;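 further: recombinant mutant TCR 2C K166C tagged with TAMRA read by polarization; 0% = receptor in buffer alone and 100% = receptor with positive control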
GC-B act – human GC-B receptor activators, primary screen, HEK293 GC-B cells, cGMP TR-FRET, EC30 CNP; Atrial natriuretic peptide receptor 2 (Homo sapiens), P20594; 0% at EC30 CNP, 100% saturating CNP; activation, % at 10 µM; hit rate 0.11% among 370,000; AID 1920062, 2024;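 active means activation at 10 µM reaching about 35% in either raw or pattern-adjusted values, limit read from the data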
LEDGF integ inh – blockers of LEDGF/p75-dependent integrase strand transfer – biochemical, TR-FRET, high throughput, primary screen; hit rate 0.64% among 370,000; inhibition, % at 3.7 µM; HIV-1 integrase (with human LEDGF/p75); TR-FRET IN-LEDGF/p75 DNA integration, Eu/Cy5;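 active means inhibition above the screen-wide mean plus 3 SD, cut at about 13% in these data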;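 further: signal is the Cy5 over europium emission ratio at 671 and 618 nm; 0% = plate median of compound wells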
rCAG binder – binders of r(CAG) RNA repeats, primary screen, biochemical, fluorescence; r(CAG) RNA repeat, TO-PRO-1 dye displacement fluorescence; inhibition, % at 3 µM; hit rate 1.3% among 370,000; AID 651821, 2012;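 active means inhibition above the plate cutoff, the mean of all test compounds on that plate plus 3 SD, cut at about 35% in these data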;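 further: 0% = DMSO alone and 100% = 100 µM mitoxantrone as full dye displacement; higher means more dye released from RNA so lower well fluorescence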
HTRA1 inhibitor – HTRA1 serine protease inhibitors, primary screen, biochemical, fluorescence polarization, HTS; recombinant HTRA1, FP-rhodamine activity-based probe; inhibition, % at 5.96 µM; hit rate 0.5% among 340,000; in the data active means inhibition above about 36%;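 further: 0% = enzyme with DMSO and 100% = wells lacking enzyme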
SIAE inh – human SIAE inhibitors, primary screen, biochemical, fluorescence polarization, FP-Rh probe, 1536-well HTS. inhibition, % at 9.66 µM. Sialate O-acetylesterase (Homo sapiens), Q9HAT2. SIAE FP-Rh probe binding. AID 1053197, 2014. hit rate 0.69% among 370,000;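 active means inhibition above a cutoff: mean of compounds within the control limits plus 3 SD of those, cut at about 17% in these data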;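 further: 0% = plate median of compound wells and 100% = probe without SIAE protein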
MBD2 inh – inhibitors of MBD2 binding to methylated DNA, primary screen, biochemical, TR-FRET, DNA-binding domain, human; Methyl-CpG-binding domain protein 2 (Homo sapiens), Q9UBB5; MBD2 binding to methylated oligonucleotide; inhibition, % at 4.4 µM; hit rate 0.31% among 370,000; AID 686964, 2013; in the data active means inhibition above about 13%
Target sequence (Q9UBB5 whole entry, looked up, the tested form may be a part): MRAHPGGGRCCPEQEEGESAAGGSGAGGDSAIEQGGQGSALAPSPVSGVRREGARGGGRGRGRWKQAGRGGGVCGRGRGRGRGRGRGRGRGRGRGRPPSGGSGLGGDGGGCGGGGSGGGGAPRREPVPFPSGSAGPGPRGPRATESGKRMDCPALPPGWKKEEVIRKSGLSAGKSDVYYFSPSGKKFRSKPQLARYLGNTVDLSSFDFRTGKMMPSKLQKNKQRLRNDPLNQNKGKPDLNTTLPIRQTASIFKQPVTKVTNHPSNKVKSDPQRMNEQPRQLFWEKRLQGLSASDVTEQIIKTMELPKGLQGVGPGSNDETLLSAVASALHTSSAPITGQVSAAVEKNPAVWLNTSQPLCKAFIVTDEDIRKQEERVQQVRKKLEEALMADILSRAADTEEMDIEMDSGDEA
PRMT1 FP inh – PRMT1 methyltransferase inhibitors, primary screen, biochemical, fluorescence polarization; Protein arginine N-methyltransferase 1 (Homo sapiens), Q99873; AID 652257, 2013; inhibition, % at 2.79 µM; hit rate 1.3% among 370,000; recombinant PRMT1, activity-based probe fluorescence polarization;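 active means inhibition above about 21% made by adding two undisclosed values, limit read from the data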
Active calls of the source: *; . = not tested or not shown.

Each structure is followed by: TDP2 inh	mABHD4 FP	TCR-CD3 inh	GC-B act	LEDGF integ inh	rCAG binder	HTRA1 inhibitor	SIAE inh	MBD2 inh	PRMT1 FP inh
Cc1ccnc(Nc2cccnc2)n1
    -5	8	-5	-2	-1	1	.	4	8	6
C[C@H](NC(=O)CCCn1nnc2ccccc2c1=O)C(=O)O
    -9	9	0	3	5	1	0	17*	-8	-8
Cc1ccc(OCC(=O)NNC(=O)CSc2ncc(C#N)c(N)n2)cc1
    7	2	15	9	3	2	-1	-5	1	1
C[C@H](CO)N1C[C@H](C)[C@@H](CN(C)S(=O)(=O)c2ccccc2)Oc2c(NS(=O)(=O)c3ccc(F)cc3)cccc2C1=O
    10	5	2	3	0	7	1	0	-3	1
Cc1ncn(-c2ccccc2)c1-c1ccccc1
    -4	-3	4	2	2	-8	-5	1	-3	-2
Cc1ccc(S(=O)(=O)N2CCN(C(=O)[C@H](Cc3ccccc3)NC(=O)c3ccco3)CC2)cc1
    -5	-2	-7	6	1	2	2	1	-2	-4
CCn1c(SCC(=O)NC2CCCC2)nnc1-c1ccncc1
    4	8	4	4	4	-2	-3	-2	-1	-2
COCCn1nnnc1C(c1cccs1)N1CCN(c2ccccc2)CC1 (stereo unspecified)
    7	1	-3	-6	-4	-6	-6	0	3	-1
CCOc1ccc(NC(=O)N(CCN2CCOCC2)Cc2ccc3c(c2)CCCN3CC)cc1
    -6	0	8	4	7	1	0	-5	6	1
O=C(NCc1ccc2c(c1)OCO2)C1CC(=O)N(c2ccc(Cl)cc2)C1 (stereo unspecified)
    7	-3	-5	4	1	2	2	-3	-4	2
COc1cccc(-c2ccc3ncnc(NCc4cc(C)cs4)c3c2)c1
    7	-56	3	12	-1	4	-93	-71	1	-3
Cc1cc(OCC(=O)NNC(=O)c2ccncc2)ccc1C(C)C
    -2	4	-3	-1	2	-2	4	1	0	3
CC(=O)N1CCc2cc(S(=O)(=O)CCC(=O)Nc3cc(C)cc(C)c3)ccc21
    -2	0	7	2	4	1	-2	11	-6	-3
C/C(CCc1ccccc1)=N\NC(=O)C(=O)Nc1cccc(Cl)c1
    11	4	6	2	2	2	8	3	-4	-2
CC(C)OC(=O)CCNc1n[nH]c(=O)[nH]c1=O
    -7	1	2	4	1	2	2	1	-5	-3

Single records, from the list above. Order of values: TDP2 inh	mABHD4 FP	TCR-CD3 inh	GC-B act	LEDGF integ inh	rCAG binder	HTRA1 inhibitor	SIAE inh	MBD2 inh	PRMT1 FP inh
C[C@H](NC(=O)CCCn1nnc2ccccc2c1=O)C(=O)O reads -9	9	0	3	5	1	0	17*	-8	-8
Cc1cc(OCC(=O)NNC(=O)c2ccncc2)ccc1C(C)C reads -2	4	-3	-1	2	-2	4	1	0	3

Next part.
Each structure is followed by: TDP2 inh	mABHD4 FP	TCR-CD3 inh	GC-B act	LEDGF integ inh	rCAG binder	HTRA1 inhibitor	SIAE inh	MBD2 inh	PRMT1 FP inh
CCOc1ccccc1NC(=O)c1nc(S(=O)(=O)Cc2ccccc2)ncc1Cl
    1	1	0	-14	4	-1	0	-4	3	8
CC(NC(=O)CNC(=S)N(Cc1cccs1)C1CCCC1)c1ccccc1 (stereo unspecified)
    -22	-5	4	-4	7	-4	-15	-9	3	-4
O=C(COC(=O)C1CC(=O)N(c2ccc3c(c2)OCCO3)C1)Nc1ccc2c(c1)CCC2 (stereo unspecified)
    1	0	5	-6	3	0	-1	3	-5	-2
O=C(N/N=C/c1ccc([N+](=O)[O-])o1)C(=O)Nc1ccc(C(=O)O)cc1
    -23	0	-10	-5	7	6	4	-13	-6	5
Cc1cccnc1NC(=O)NC(=O)c1ccc(C(C)(C)C)s1
    10	-4	0	0	-3	-4	4	0	-2	0
O=C(COC(=O)Cc1cccc2ccccc12)Nc1ccccc1-c1ccccc1
    -5	-15	6	-6	-1	-5	-22	-6	0	-2
Cc1ccc(/C=N/NC(=O)c2n[nH]c3c2CCCC3)cc1
    9	1	6	-6	6	2	.	2	-4	1
Cn1cccc1/C=N/NC(=O)c1ccccn1
    9	2	2	7	-2	0	4	5	2	0
O=C(COC(=O)C1(c2ccccc2)CC1)NNC(=O)c1ccccc1F
    -5	2	0	2	-2	-2	3	1	-5	-3
CN(C(=O)c1ccc(NC(=O)Cc2cccc(NC(=O)C3CCN(C(=O)c4ccccc4)CC3)c2)cc1)C1CCCC1
    -4	-6	7	-2	0	-2	-8	8	2	-2
COc1ccccc1-n1nnnc1SCC(=O)NCC1(N2CCCCC2)CCCCC1
    6	5	3	0	4	0	0	-1	0	2
Cc1ccccc1N1CC2=C(C1=O)C(c1ccccc1)NC(=O)N2C (stereo unspecified)
    3	-4	-2	1	0	-8	-7	1	0	0
O=C(NCc1ccc(F)cc1)C(c1ccccc1)c1ccccc1
    -13	-5	7	-12	3	0	0	0	-2	1
Cc1nc(Oc2ccccc2)c2ccccc2n1
    -1	3	-2	-2	-5	-4	-5	5	5	-1
O=C(CNCCO)N1CCc2ccccc21
    5	7	3	3	0	3	-3	0	8	-1

(continued)
Each structure is followed by: TDP2 inh	mABHD4 FP	TCR-CD3 inh	GC-B act	LEDGF integ inh	rCAG binder	HTRA1 inhibitor	SIAE inh	MBD2 inh	PRMT1 FP inh
CN(c1cccc(NC(=O)CN(c2cccc(F)c2)S(C)(=O)=O)c1)S(C)(=O)=O
    -4	-4	2	-1	0	-3	9	-4	1	-2
COc1ccc(C(=O)NCCCNC(=O)c2cccnc2)cc1OC
    -6	1	-1	-1	0	1	-2	0	-2	5
O=C(NCCc1ccccc1)C(=O)NCC1(c2ccccc2)CCCC1
    2	0	5	0	0	0	0	2	2	-2
NS(=O)(=O)c1ccc(CNC(=S)NC(=O)c2ccco2)cc1
    3	-9	-2	1	5	0	2	-5	-6	-5
CN1CCN(S(=O)(=O)c2cccc(C(=O)Nc3ccccc3N3CCOCC3)c2)CC1
    -4	-4	-4	-5	0	-5	-1	2	1	0
CCC(CO)Oc1cc(NCc2ccc(Cl)cc2)c2ncn(C(C)C)c2c1 (stereo unspecified)
    5	12	-8	5	1	-4	23	-2	-1	2
O=C(O)CC(CN1C(=O)c2ccccc2C1=O)c1ccccc1 (stereo unspecified)
    -1	-3	-1	-4	1	-1	3	7	5	5
CCCCCCCCN1C(=O)[C@@H](CC(=O)NCC23CC4CC(CC(C4)C2)C3)C[C@@]2(C(=O)OC)C1=C[C@H](C1CCCC1)O[C@@H]2C
    8	0	-1	9	2	4	.	6	1	4
CCOC(=O)c1c(NC(=O)CCN2CCOCC2)sc(C)c1-c1ccccc1
    -5	3	7	-3	2	-3	-12	3	0	-2
CCn1c(CC(=O)Nc2ccc(C)cc2)nnc1SCC(=O)NCCc1ccccc1
    -1	1	0	-6	2	-2	-7	-1	3	3
CC(C)Oc1ccc(NC(=O)c2ccncc2)cc1
    8	6	-3	3	0	-2	2	3	-1	2
CCN(CC)S(=O)(=O)c1ccc(N2C(=O)Nc3ccccc3N2O)cc1
    4	-6	0	6	-4	4	-1	-4	1	7
Cc1cc(C)c(C)c(S(=O)(=O)N2C(=S)NC(=O)C2C(C)C)c1C (stereo unspecified)
    3	-5	5	6	2	29	-11	0	1	28*

9 structures from above, sorted by SMILES length, high to low:
Each structure is followed by: TDP2 inh	mABHD4 FP	TCR-CD3 inh	GC-B act	LEDGF integ inh	rCAG binder	HTRA1 inhibitor	SIAE inh	MBD2 inh	PRMT1 FP inh
CCCCCCCCN1C(=O)[C@@H](CC(=O)NCC23CC4CC(CC(C4)C2)C3)C[C@@]2(C(=O)OC)C1=C[C@H](C1CCCC1)O[C@@H]2C
    8	0	-1	9	2	4	.	6	1	4
CN(c1cccc(NC(=O)CN(c2cccc(F)c2)S(C)(=O)=O)c1)S(C)(=O)=O
    -4	-4	2	-1	0	-3	9	-4	1	-2
CN1CCN(S(=O)(=O)c2cccc(C(=O)Nc3ccccc3N3CCOCC3)c2)CC1
    -4	-4	-4	-5	0	-5	-1	2	1	0
CCn1c(CC(=O)Nc2ccc(C)cc2)nnc1SCC(=O)NCCc1ccccc1
    -1	1	0	-6	2	-2	-7	-1	3	3
CCOC(=O)c1c(NC(=O)CCN2CCOCC2)sc(C)c1-c1ccccc1
    -5	3	7	-3	2	-3	-12	3	0	-2
CCC(CO)Oc1cc(NCc2ccc(Cl)cc2)c2ncn(C(C)C)c2c1 (stereo unspecified)
    5	12	-8	5	1	-4	23	-2	-1	2
NS(=O)(=O)c1ccc(CNC(=S)NC(=O)c2ccco2)cc1
    3	-9	-2	1	5	0	2	-5	-6	-5
O=C(O)CC(CN1C(=O)c2ccccc2C1=O)c1ccccc1 (stereo unspecified)
    -1	-3	-1	-4	1	-1	3	7	5	5
COc1ccc(C(=O)NCCCNC(=O)c2cccnc2)cc1OC
    -6	1	-1	-1	0	1	-2	0	-2	5

Compound activity deposited in PubChem BioAssay by several laboratories.

A portion of the library; the hit share may differ from the screen's.
